Screening results deposited in PubChem by several laboratories.
GPR35 arrestin U2OS: inhibition of zaprinast-stimulated GPR35 beta-arrestin translocation – imaging, U2OS, beta-arrestin-GFP, zaprinast agonist, primary screen (AID 2058). U2OS GPR35 beta-arrestin-GFP translocation imaging, zaprinast antagonism; higher % means a stronger effect. one-dose inhibition, % at 10 µM; IC50 in µM for titrated hits. 0.052% of 290,000 active;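 active = inhibition of at least 50% with at least 30 cells and total cytoplasm GFP at most 10,000,000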
NTR1 agonist: agonists of NTR1, primary screen, imaging, U2OS cells, beta-arrestin-GFP, high content (AID 493036); 0.17% of 330,000 active; activation, % at 20 µM; NTR1-U2OS beta-arrestin-GFP spot imaging, agonist mode; P30989;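 active = activation at or above 40% of the spot to cytoplasm intensity ratio, with at least 20 cells analyzed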;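 note: 0% = DMSO without peptide and 100% = 100 nM NTR1 peptide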
Target sequence (P30989 whole entry, looked up): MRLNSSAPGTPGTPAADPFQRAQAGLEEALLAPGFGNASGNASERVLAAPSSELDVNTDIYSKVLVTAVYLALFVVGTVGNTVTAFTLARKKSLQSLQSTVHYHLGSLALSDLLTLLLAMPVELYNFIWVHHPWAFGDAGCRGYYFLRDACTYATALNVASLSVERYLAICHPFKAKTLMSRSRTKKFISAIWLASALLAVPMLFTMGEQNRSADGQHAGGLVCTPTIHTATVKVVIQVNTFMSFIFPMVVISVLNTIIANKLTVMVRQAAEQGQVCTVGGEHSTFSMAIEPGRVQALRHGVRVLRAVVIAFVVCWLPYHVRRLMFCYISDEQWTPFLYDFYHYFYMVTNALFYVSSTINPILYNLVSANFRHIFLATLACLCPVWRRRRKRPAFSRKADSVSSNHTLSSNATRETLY
HIV fusion peptide: cell-free HIV fusion peptide-binding blockers – biochemical, uHTS, fluorescence dequenching, primary screen (AID 1986); cell-free peptide binding, fluorescence dequenching, 30 min; higher % means a stronger effect; 0.3% of 290,000 active; one-dose inhibition, % at 20 µM; IC50 in µM for titrated hits; in the data active = inhibition mostly above about 52%, no sharp cut-off; inactive = mostly below about 76%; note: some results filed as inactive read as strong as hits
GPR55 antagonists: GPR55 antagonists blocking LPI-driven arrestin recruitment, primary screen, imaging, U2OS, beta-arrestin-GFP, LPI agonist (AID 2013) | one-dose inhibition, % at 10 µM; IC50 in µM for titrated hits | 0.13% of 290,000 active | U2OS GPR55 beta-arrestin-GFP translocation imaging, LPI antagonism; higher % means a stronger effect;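 active = spots per cell inhibited over 60%, with over 100 cells counted and total cytoplasm intensity under 500,000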;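 note: U2OS cells stably carrying GPR55 and arrestin-GFP stimulated by 5 µM LPI near EC80; imaged beta-arrestin-GFP aggregate spots per cell after agonist stimulation; plate controls were LPI-stimulated DMSO wells for no effect and DMSO wells without LPI for full effect; some results filed as inactive read as strong as hits; confirmed hits need IC50 under 10 µM and bright autofluorescent wells are also inconclusive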
LYP inhibition: inhibitors of LYP phosphatase, biochemical, fluorescence intensity, uHTS (AID 1779); 0.054% of 290,000 active; recombinant LYP phosphatase, fluorescence intensity; higher % means a stronger effect; inhibition, % at 11.5 µM; hits with a dose series show IC50 in µM; in the data active = inhibition above about 50%;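 note: plate controls were vehicle with enzyme for no effect and no enzyme for full effect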
Rac1 GTP hydrolysis: MgcRacGAP GTPase-activating activity inhibitors, confirmation, biochemical, ADP Hunter fluorescence; 0.6% of 340,000 active; one-dose inhibition, % at 30 µM; IC50 in µM for titrated hits; AID 624330; MgcRacGAP-stimulated Rac1 GTP hydrolysis, ADP Hunter fluorescence; higher % means a stronger effect; GST-tagged Rac1 F28L mutant substrate;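 active = first-screen hits whose inhibition reached a set limit at any dose in the follow-up dose series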;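 note: fluorescence reports GDP produced by GAP-driven GTP hydrolysis; strong numbers were not always called active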
Myeloid diff 2: compounds promoting myeloid differentiation; 1% of 360,000 active; AID 624256; calls only at 10 µM; ER-HoxA9 myeloid progenitors, lysozyme-GFP differentiation, flow cytometry;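 active = normalized GFP-positive differentiation at or above the plate's own cutoff, the solvent-only control mean plus 3 SD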;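 note: cells exposed to compound for four days before flow analysis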
SIAH1 antagonists: blockers of Siah-1 interaction with plectin peptide – biochemical, fluorescence polarization, rhodamine-plectin, uHTS, primary screen (AID 1817) | Siah-1 / rhodamine-plectin peptide fluorescence polarization; higher % means a stronger effect | one-dose displacement, % at 20 µM; IC50 in µM for titrated hits | 0.02% of 290,000 active;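 active = displacement of at least 50% at 20 µM, with a fluorescence ratio check between 0.3 and a set limit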;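 note: plate controls were Siah plus tracer with DMSO for no effect and tracer alone without Siah for full effect; strong numbers were not always called active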
Salmonella PhoP GFP: inhibitors of PhoP regulon expression, primary screen, Salmonella Typhimurium, GFP reporter (AID 1863); 0.16% of 300,000 active; one-dose inhibition, % at 50 µM; IC50 in µM for titrated hits; S. Typhimurium PhoP-regulated promoter GFP reporter, 4 h; higher % means a stronger effect;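 active = inhibition over 29.93%, a cutoff 3 SD above the screen mean, later confirmed by dose response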;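 note: 0% = low Mg2+ inducing control and 100% = high Mg2+ repressing control; strong numbers were not always called active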
NTR1 agonist cell count 20 µM: further read-out of NTR1 agonist, marked with its call; cell count; measured here: cell count, cytotoxicity flag
Myeloid diff 2 GFP+ MAC1+ %: recorded beside Myeloid diff 2, whose call it bears; GFP+ MAC1+ double positive, %; measured here: differentiation confirmed by MAC1 staining
* marks the source's active call; other numbers are inactive results. No enrichment for hits; overall some 2.4% were active at least once.

For Cc1ccc2c(c1)N(CC(=O)NCCCN1CC(C)CC(C)C1)C(=O)c1cccnc1O2 (centres undefined) the results were GPR35 arrestin U2OS -5%, NTR1 agonist -0.2, HIV fusion peptide -0.7%, GPR55 antagonists -8%, LYP inhibition -14%, Rac1 GTP hydrolysis 2%, Myeloid diff 2 inactive, SIAH1 antagonists 2%, NTR1 agonist cell count 20 µM 55 and Myeloid diff 2 GFP+ MAC1+ % 5.7.
For O=C1CCc2cc(NS(=O)(=O)c3cc(F)ccc3F)cc3c2N1CC3 the results were NTR1 agonist -0.8, Rac1 GTP hydrolysis 4%, Myeloid diff 2 inactive, Salmonella PhoP GFP -11%, NTR1 agonist cell count 20 µM 56 and Myeloid diff 2 GFP+ MAC1+ % 1.2.
Screening Cc1ccc(S(=O)(=O)NC2=NCCC2)cc1 returned GPR35 arrestin U2OS -4%, NTR1 agonist -1.0, HIV fusion peptide 0.2%, GPR55 antagonists -6%, LYP inhibition -5%, Rac1 GTP hydrolysis 4%, Myeloid diff 2 inactive, SIAH1 antagonists -3%, Salmonella PhoP GFP 6%, NTR1 agonist cell count 20 µM 54 and Myeloid diff 2 GFP+ MAC1+ % 1.4.
`CCOc1ncccc1C(=O)Nc1ccc2c(C)cc(=O)oc2c1` gave GPR35 arrestin U2OS 4%, NTR1 agonist -0.2, HIV fusion peptide 1.7%, GPR55 antagonists 0%, LYP inhibition -3%, Rac1 GTP hydrolysis 3%, Myeloid diff 2 inactive, SIAH1 antagonists -4%, Salmonella PhoP GFP 0%, NTR1 agonist cell count 20 µM 82 and Myeloid diff 2 GFP+ MAC1+ % 0.3.
`CC(C)Cn1c(SCC(=O)N2CC(=O)Nc3ccccc32)nc2ccccc21` gave GPR35 arrestin U2OS -15%, NTR1 agonist 0.5, HIV fusion peptide 1.8%, GPR55 antagonists 6%, LYP inhibition -8%, Rac1 GTP hydrolysis 8%, Myeloid diff 2 inactive, SIAH1 antagonists 1%, Salmonella PhoP GFP 13%, NTR1 agonist cell count 20 µM 40 and Myeloid diff 2 GFP+ MAC1+ % 0.4.
Screening COc1ccc(CCNC(=O)C(Sc2ccccn2)c2ccccc2)cc1OC (centres undefined) returned GPR35 arrestin U2OS 5%, NTR1 agonist -0.4, HIV fusion peptide -0.5%, GPR55 antagonists -9%, LYP inhibition -4%, Rac1 GTP hydrolysis 5%, Myeloid diff 2 inactive, SIAH1 antagonists 1%, Salmonella PhoP GFP 5%, NTR1 agonist cell count 20 µM 43 and Myeloid diff 2 GFP+ MAC1+ % 0.7.
`Cc1nn(-c2ccccc2)c(C)c1/C=N/NC(=O)CSc1nnc(SCc2ccc(Cl)cc2)s1` gave GPR35 arrestin U2OS -11%, NTR1 agonist 7.5, HIV fusion peptide -1.9%, GPR55 antagonists 7%, LYP inhibition 14%, Rac1 GTP hydrolysis 6%, Myeloid diff 2 inactive, SIAH1 antagonists 19%, Salmonella PhoP GFP -15%, NTR1 agonist cell count 20 µM 61 and Myeloid diff 2 GFP+ MAC1+ % 0.4.
`Cc1cccc(C)c1NC(=O)COC(=O)c1ccc2c(c1)OCO2` gave GPR35 arrestin U2OS 17%, NTR1 agonist -1.0, HIV fusion peptide 1.3%, GPR55 antagonists 0%, LYP inhibition 0%, Rac1 GTP hydrolysis -10%, Myeloid diff 2 inactive, SIAH1 antagonists 0%, Salmonella PhoP GFP 0%, NTR1 agonist cell count 20 µM 76 and Myeloid diff 2 GFP+ MAC1+ % 0.2.
For CCN(CC)CCNc1c2c(c(C#N)c3nc4ccccc4n13)CCCC2 the results were GPR35 arrestin U2OS 1%, NTR1 agonist -1.0, HIV fusion peptide 3.3%, GPR55 antagonists 18%, LYP inhibition -5%, Rac1 GTP hydrolysis 5%, Myeloid diff 2 inactive, SIAH1 antagonists 0%, Salmonella PhoP GFP -3%, NTR1 agonist cell count 20 µM 90 and Myeloid diff 2 GFP+ MAC1+ % 0.5.
`O=C(C1CC1)N1CCN=C1SCc1ccccc1` gave GPR35 arrestin U2OS -6%, NTR1 agonist 0.0, HIV fusion peptide 0.6%, GPR55 antagonists 8%, LYP inhibition 3%, Rac1 GTP hydrolysis 2%, Myeloid diff 2 inactive, SIAH1 antagonists 8%, Salmonella PhoP GFP -3%, NTR1 agonist cell count 20 µM 65 and Myeloid diff 2 GFP+ MAC1+ % 0.9.
Screening O=C(Cc1ccc(Cl)cc1)N1CCN(c2ccc(F)cc2)CC1 returned GPR35 arrestin U2OS 2%, NTR1 agonist 1.0, HIV fusion peptide -1.8%, GPR55 antagonists -5%, LYP inhibition -11%, Rac1 GTP hydrolysis 7%, Myeloid diff 2 inactive, SIAH1 antagonists -1%, Salmonella PhoP GFP -6%, NTR1 agonist cell count 20 µM 96 and Myeloid diff 2 GFP+ MAC1+ % 0.7.
Cc1ccccc1NC(=O)/C(=C\c1cccs1)NC(=O)c1ccco1 was read as GPR35 arrestin U2OS 1%, NTR1 agonist -0.5, HIV fusion peptide 2.5%, GPR55 antagonists 10%, LYP inhibition 5%, Rac1 GTP hydrolysis 8%, Myeloid diff 2 inactive, SIAH1 antagonists -4%, Salmonella PhoP GFP -5%, NTR1 agonist cell count 20 µM 74 and Myeloid diff 2 GFP+ MAC1+ % 1.7.
O=C(Nc1ncccc1O)c1ccc2c(c1)OCO2 was read as NTR1 agonist -0.6, Rac1 GTP hydrolysis 4%, Myeloid diff 2 inactive, Salmonella PhoP GFP -10%, NTR1 agonist cell count 20 µM 56 and Myeloid diff 2 GFP+ MAC1+ % 1.1.
COC(=O)c1cccc(NC(=O)CSc2nnc(COc3cccc(C)c3)n2C)c1 was read as GPR35 arrestin U2OS -20%, NTR1 agonist 0.6, HIV fusion peptide 1.2%, GPR55 antagonists 4%, LYP inhibition -10%, Rac1 GTP hydrolysis 10%, Myeloid diff 2 inactive, SIAH1 antagonists 0%, Salmonella PhoP GFP -6%, NTR1 agonist cell count 20 µM 51 and Myeloid diff 2 GFP+ MAC1+ % 0.6.
For COc1cccc(CNC(=O)C2CCN(S(=O)(=O)c3ccc4c(c3)CC(C)N4C(=O)C3CC3)CC2)c1 (centres undefined) the results were GPR35 arrestin U2OS 14%, NTR1 agonist 0.6, HIV fusion peptide 1.5%, GPR55 antagonists -10%, LYP inhibition -6%, Rac1 GTP hydrolysis 4%, Myeloid diff 2 inactive, SIAH1 antagonists -3%, Salmonella PhoP GFP 13%, NTR1 agonist cell count 20 µM 63 and Myeloid diff 2 GFP+ MAC1+ % 1.2.
`COc1ccc(COC(=O)c2ccc(Br)c(S(=O)(=O)N3CCOCC3)c2)cc1F` gave NTR1 agonist 1.8, Rac1 GTP hydrolysis -2%, Myeloid diff 2 inactive, Salmonella PhoP GFP -3%, NTR1 agonist cell count 20 µM 49 and Myeloid diff 2 GFP+ MAC1+ % 1.0.
`C/C(=N\NC(=O)Cc1csc(N2CCOCC2)n1)c1ccc(Cl)c(Cl)c1` gave GPR35 arrestin U2OS -14%, NTR1 agonist 0.1, HIV fusion peptide -1.7%, GPR55 antagonists 2%, LYP inhibition 1%, Rac1 GTP hydrolysis 4%, Myeloid diff 2 inactive, SIAH1 antagonists -5%, Salmonella PhoP GFP -4%, NTR1 agonist cell count 20 µM 53 and Myeloid diff 2 GFP+ MAC1+ % 0.7.
`Cc1ccc(CC2C(=O)N(c3cc(Cl)ccn3)C(=O)C2C)cc1` (centres undefined) gave GPR35 arrestin U2OS -9%, NTR1 agonist 0.2, HIV fusion peptide 0.9%, GPR55 antagonists 2%, LYP inhibition 0%, Rac1 GTP hydrolysis 10%, Myeloid diff 2 inactive, SIAH1 antagonists 2%, Salmonella PhoP GFP -7%, NTR1 agonist cell count 20 µM 64 and Myeloid diff 2 GFP+ MAC1+ % 0.5.
For COc1ccc(OC)c(-c2nc3c(C)n[nH]c(=O)c3[nH]2)c1 the results were GPR35 arrestin U2OS 10%, NTR1 agonist -0.6, HIV fusion peptide -0.5%, GPR55 antagonists -5%, LYP inhibition 3%, Rac1 GTP hydrolysis 2%, Myeloid diff 2 inactive, SIAH1 antagonists 0%, Salmonella PhoP GFP -3%, NTR1 agonist cell count 20 µM 58 and Myeloid diff 2 GFP+ MAC1+ % 0.7.
Screening OCc1nc2ccccc2n1CCc1ccccc1 returned GPR35 arrestin U2OS 1%, NTR1 agonist 0.9, HIV fusion peptide -1.0%, GPR55 antagonists -2%, LYP inhibition 1%, Rac1 GTP hydrolysis 2%, Myeloid diff 2 inactive, SIAH1 antagonists 0%, Salmonella PhoP GFP -8%, NTR1 agonist cell count 20 µM 35 and Myeloid diff 2 GFP+ MAC1+ % 0.6.
Screening COCCN(C(=O)CNC(=O)c1cccs1)C(C(=O)NC1CCCC1)c1cccs1 (centres undefined) returned GPR35 arrestin U2OS 13%, NTR1 agonist -1.4, HIV fusion peptide -0.3%, GPR55 antagonists 1%, LYP inhibition -6%, Rac1 GTP hydrolysis 8%, Myeloid diff 2 inactive, SIAH1 antagonists -2%, Salmonella PhoP GFP 0%, NTR1 agonist cell count 20 µM 64 and Myeloid diff 2 GFP+ MAC1+ % 0.2.
N#Cc1cccc(NC(=O)CCn2ccnc2)c1 was read as GPR35 arrestin U2OS 18%, NTR1 agonist -1.1, HIV fusion peptide -1.2%, GPR55 antagonists 2%, LYP inhibition -11%, Rac1 GTP hydrolysis 6%, Myeloid diff 2 inactive, SIAH1 antagonists -4%, Salmonella PhoP GFP 8%, NTR1 agonist cell count 20 µM 40 and Myeloid diff 2 GFP+ MAC1+ % 1.0.
For CCOC(=O)c1cc(C#N)c(NCc2ccccc2)nc1C the results were GPR35 arrestin U2OS 0%, NTR1 agonist 1.5, HIV fusion peptide -1.1%, GPR55 antagonists 18%, LYP inhibition -1%, Rac1 GTP hydrolysis 7%, Myeloid diff 2 inactive, SIAH1 antagonists 3%, Salmonella PhoP GFP 1%, NTR1 agonist cell count 20 µM 68 and Myeloid diff 2 GFP+ MAC1+ % 4.6.
